PTHR1 agonist: qHTS for PTHR1 Agonists: Primary Screen; Potency, µM (titrated, usually from 115 µM), for inactives: at the highest dose activation, actives largely listed as activators; Parathyroid hormone/parathyroid hormone-related peptide receptor (Homo sapiens), Q03431; 410,000 compounds, 0.075% hits; HEK293 GP2 PTHR1 cells, GloSensor cAMP luminescence, 1 h; active = well fitted activation curve with a large enough effect; inconclusive = small, poorly fitted or top-dose-only effect, or another doubt; inactive = no such curve, though single readings can be large or run the other way; also: potency is read from the fitted curve at half-maximal effect; nearly all actives have a fitted effect of over 55% in size; some results filed as inactive show a strong effect at the top dose; inactives centre near -15; many of its hits are not listed in these tables
Target sequence (Q03431 whole entry, looked up): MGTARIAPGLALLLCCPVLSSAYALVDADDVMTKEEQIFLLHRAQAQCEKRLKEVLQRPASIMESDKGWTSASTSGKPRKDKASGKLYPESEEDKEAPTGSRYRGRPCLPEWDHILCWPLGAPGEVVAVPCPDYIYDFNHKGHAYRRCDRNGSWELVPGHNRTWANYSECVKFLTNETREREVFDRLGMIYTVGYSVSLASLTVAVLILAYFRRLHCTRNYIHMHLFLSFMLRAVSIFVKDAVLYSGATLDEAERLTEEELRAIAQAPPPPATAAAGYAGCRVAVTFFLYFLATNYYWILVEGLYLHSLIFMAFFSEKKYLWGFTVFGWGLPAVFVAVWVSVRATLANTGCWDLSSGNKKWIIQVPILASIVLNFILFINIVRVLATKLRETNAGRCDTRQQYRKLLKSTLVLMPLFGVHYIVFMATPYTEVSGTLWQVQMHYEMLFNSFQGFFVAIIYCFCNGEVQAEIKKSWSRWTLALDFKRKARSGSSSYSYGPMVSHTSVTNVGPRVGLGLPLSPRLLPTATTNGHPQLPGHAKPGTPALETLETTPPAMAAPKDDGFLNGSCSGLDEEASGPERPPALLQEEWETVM
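HEK-293-derived GP2 cells expressing PTHR1 and a GloSensor cAMP reporter, 3,000/well, plated overnight, given luciferin plus IBMX (each 0.5 mM as added) for 1 h at 37 °C, then compound for 1 h at 37 °C. Luminescence was read after 15 min at room temperature.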
D3 ag: qHTS of D3 Dopamine Receptor Agonist: qHTS; D3R DiscoveRx beta-arrestin cells, luminescence, 90 min; max activation, %; 410,000 compounds, 0.58% hits; in the data active = max activation above about 30%; also: 0% is about no effect; mostly tested at two doses, the higher about 12 µM
Target sequence (P35462 whole entry, looked up): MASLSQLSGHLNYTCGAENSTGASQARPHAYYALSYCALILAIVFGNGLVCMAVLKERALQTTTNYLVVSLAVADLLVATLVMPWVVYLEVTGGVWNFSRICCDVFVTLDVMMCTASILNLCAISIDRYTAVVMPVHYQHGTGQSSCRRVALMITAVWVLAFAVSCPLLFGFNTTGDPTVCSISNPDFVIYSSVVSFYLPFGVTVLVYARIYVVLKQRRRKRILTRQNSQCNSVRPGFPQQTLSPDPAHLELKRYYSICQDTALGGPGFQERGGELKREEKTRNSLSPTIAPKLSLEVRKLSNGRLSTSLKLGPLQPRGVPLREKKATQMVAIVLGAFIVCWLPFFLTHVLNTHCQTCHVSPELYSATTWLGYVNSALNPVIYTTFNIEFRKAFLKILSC
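Agonist mode: compounds and dopamine controls were applied to plated cells for 90 min at 37 degrees C after an overnight attachment at 1500 cells/well. Luminescent read-out followed 30 - 60 minutes at room temperature with DiscoveRx detection reagent.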
The depositor's hits bear a star; i = inactive; ? = inconclusive; [ ] = another dose, or the depositor's remark.

SMILES	PTHR1 agonist	D3 ag
Cc1ccc(NC(=O)c2cc3c(=O)[nH]c4ccccc4c3n2C)cc1F	i	-7
CCOC(=O)N1CCC(NC(=O)c2ccc3c(c2)N(Cc2ccc(F)cc2)C(=O)c2ccccc2S3=O)CC1 (stereo unspecified)	i	-4
Cc1ccc(NC(=O)Nc2nnc(N3CCCC3)s2)cc1	i	-11
O=C(Nc1ccc(Br)cc1)c1ccc(F)c(S(=O)(=O)NC2CCCCCC2)c1	-59%	-5
CCC1(C)CC(=O)c2c(ccc3oc(C(=O)Nc4ccc(C(C)=O)cc4)c(C)c23)O1 (stereo unspecified)	-32%[inhibitor]	6
Cc1ccc2c(=O)c(C(=O)c3cccc(Cl)c3)cn(CC(=O)Nc3ccccc3C(F)(F)F)c2n1	-13%	2
COCC(C)NS(=O)(=O)c1ccc(N2CCCCS2(=O)=O)cc1 (stereo unspecified)	i	8
Cn1c(=O)n(-c2cccc(Cl)c2)c(=O)c2sc3ccccc3c21	-15%	1
CCC(=O)N1CCc2cc(Br)cc(S(=O)(=O)CCC(=O)Nc3cccc(Cl)c3)c21	i	-4
Cc1nc2nncn2c(Nc2ccc(F)cc2)c1C	-19%	3
O=C(OCc1cc(=O)n2nc(C3CC3)sc2n1)c1cccc(NC(=O)c2ccccc2Cl)c1	i	6
CC(C)(C)OC(=O)N1CCC(c2c(C(=O)N3CCN(Cc4ccccc4)CC3)cnn2-c2cccc(Cl)c2)CC1	i	1
Cc1nc2cccnc2n1C1CCN(C(=O)Nc2ccc(Cl)cc2)CC1	i	8
Cc1ccc(CNC(=O)c2ccc(Cn3c(=O)c4ccccc4n(CC(=O)Nc4ccc(C)cc4C)c3=O)cc2)cc1	-7%	-12
CCOC(=O)c1oc2ccc(S(=O)(=O)n3nc(-c4ccc(Br)cc4)cc3N)cc2c1C	27%	6
CCc1cccc(C)c1NC(=O)C1CCN(S(=O)(=O)c2cccc3nonc23)CC1	-9%	-8
Nc1ccc2nc(-c3ccc(O)cc3)sc2c1	-22%	3
CC(=O)c1ccc(N2C(=O)N(CC(=O)c3ccc(F)cc3)c3ccccc3S2(=O)=O)cc1	i	-10
O=C(CSC1=Nc2ccccc2C2=NC(CCC(=O)NC3CCCCC3)C(=O)N12)Nc1cccc(C(F)(F)F)c1 (stereo unspecified)	-18%	5
CSc1oc(-c2ccc(F)cc2)nc1S(=O)(=O)c1ccc(Br)cc1	i	-3
Cn1cc(-c2cc3n(n2)CCC(=O)N3CCCC(=O)Nc2ccc(Cl)cc2)c2ccccc21	-20%	-12
CC(=O)Nc1ccc(NC(=O)CSc2nccn2C)cc1	i	2
Cc1n[nH]c(C)c1S(=O)(=O)N(CC(=O)NC(C)c1ccccc1)c1ccc(C(C)C)cc1 (stereo unspecified)	-45%[inhibitor]	4
COc1ccc(CCNC(=O)C2CCN(c3ncnc4c3nc3n4CCCCC3)CC2)c(OC)c1	-22%	-15
Cc1cccc(N2CC(c3nc4ccccc4n3CCC3CCCCC3)CC2=O)c1 (stereo unspecified)	i	6
The results go on:
SMILES	PTHR1 agonist	D3 ag
CCCn1c2ccccc2c2cnn(CC(=O)N3CCC(C(=O)OCC)CC3)c(=O)c21	-15%	-11
O=C(NCc1cccc(F)c1)c1ccc2nc(CCc3ccccc3)oc2c1	-13%	-6
COc1ccc(OC)c(NC(=O)Cc2c(C(=O)O)n(C)c3ccc(C)cc23)c1	-33%[inhibitor]	-5
CCOc1ccc(N2CC(NC(=O)c3ccc(S(=O)(=O)N4CCOCC4)cc3)CC2=O)cc1 (stereo unspecified)	-28%	13
O=C(CSc1nc(-c2ccccc2)nc2c1Cc1ccccc1O2)N1CCCCC1	-3%	2
Cc1cc(-c2ccccc2)n2nc(-c3cccc(Br)c3)cc2n1	-9%	0
COc1cc(-c2nnc(SCCOc3ccc(Cl)cc3C)o2)cc(OC)c1OC	-24%	-11
Cc1c(NC(=O)C(C)(C)Oc2ccc(Cl)cc2)cccc1-c1nc2ncccc2o1	-41%[inhibitor]	-7
Cc1c(Cl)cccc1N1CCn2c1nc1c2c(=O)n(CC(=O)O)c(=O)n1C	-3%	-7
Cc1cc(NC(=O)N(C)CCc2c(C)nn(C)c2C)ccc1Br	-5%	5
CCOc1ccc(NC(=O)c2nn(C)c3c2COc2ccccc2-3)cc1	-13%	55*
CCn1c(CC2C(=O)Nc3ccccc32)nc2ccccc2c1=O (stereo unspecified)	-2%	5
CCc1nnc(SCc2nc(-c3ccc(OC)cc3)oc2C)c2cc3sccc3n12	-14%	1
COc1ccc(CNCCC(c2ccc3c(c2)OCO3)c2ccccc2OC)cc1 (stereo unspecified)	-43%[inhibitor]	-12
COc1ccc(-c2cc(-c3ccccc3)c(C#N)c(SCC(O)CS(=O)(=O)Cc3ccc(Cl)cc3)n2)cc1 (stereo unspecified)	i	-17
COc1ccccc1C(=O)NCc1nc2cccnc2n1Cc1ccc(F)cc1	i	-9
O=C(Nc1ccc(Br)c2cccnc12)c1cccc2ccccc12	-33%	9
CC(=O)c1ccc(N2CCN(C(=O)CCS(=O)(=O)c3ccc4c(c3)oc(=O)n4C)CC2)cc1	-20%	7
O=C(Nc1ccc(F)cc1F)c1cc(S(=O)(=O)N2CCCCC2)c[nH]1	i	-7
O=C1CS(=O)(=O)C2(C(=O)N(Cc3ccccc3)c3ccccc32)N1c1ccc(F)c(Cl)c1 (stereo unspecified)	i	3
COc1ccc(-c2n[nH]c3c2C(c2ccccn2)N(C)C3=O)cc1 (stereo unspecified)	i	2
COc1ccc(CCNC(=O)c2ccc3c(Cl)c4c(nc3c2)CCCC4)c(OC)c1	-76%[inhibitor]	5
COc1cc(OC)c(NC(=O)N2CCc3cc(S(=O)(=O)N4CCC(C)CC4)ccc32)cc1Cl	i	7
CCOC(=O)c1cnc2ccc(OC(F)(F)F)cc2c1Nc1ccccc1C(=O)O	-16%	31*
Cc1ccc(N(CC(=O)Nc2cccc(F)c2)S(=O)(=O)c2cccs2)cc1	i	-9
Next section
SMILES	PTHR1 agonist	D3 ag
Cc1ccc(C)c(N2CCN(C(=O)Nc3cn(CC(C)C)c(=O)c4ccccc34)CC2)c1	-4%	-1
COc1ccc(Nc2nc3c(S(=O)(=O)c4ccccc4)nnn3c3ccc(Cl)cc23)cc1	9%	-6
C=Cc1ccc(Cn2c(C(=O)O)c(CNCc3ccc(F)cc3)c3ccc(C)cc32)cc1	-9%	0
Cc1ccc(NC(=O)Cn2c(=O)n(Cc3nc(-c4ccccc4)no3)c(=O)c3ccccc32)cc1C	-8%	-3
COc1ccccc1-c1nnc(C2CCN(C(=O)c3cccc(Cl)c3)CC2)o1	-4%	6
CCOC(=O)C1CCCN(C(=O)Cn2ncc3c4ccccc4n(Cc4ccc(F)cc4)c3c2=O)C1 (stereo unspecified)	i	0
CCOC(=O)c1c(C)c(-c2ccccc2)n(CC(=O)Nc2cc(OC)cc(OC)c2)c1C	6%	-6
COCCCNC(=O)c1ccc(Cn2c(SCc3cccc(C)c3)nc3cccnc32)cc1	-82%[inhibitor]	9
Cc1c(-c2nc(-c3ccc4c(c3)OCO4)no2)nnn1-c1ccc(C(C)C)cc1	-22%	-5
COC(=O)c1ccccc1NC(=O)[C@H]1O[C@@H]2OC(C)(C)O[C@@H]2[C@H]2OC(C)(C)O[C@H]21	i	7
Cc1cc(Cl)ccc1NC(=O)c1cccc(NC(=O)N2CCSc3ncccc32)c1	-14%	2
CC(C)(C)OC(=O)N1CCC(c2c(C(=O)Nc3ccc4c(c3)OCCO4)cnn2-c2ccccc2)CC1	-18%	7
COc1ccc(CCNC(=O)CCCn2c(=O)c3ccccc3n(Cc3ccc(F)cc3Cl)c2=O)cc1OC	-30%	-1
Cc1cccc(C)c1OCC(=O)N1CCC(c2nc3ccccc3o2)CC1	-4%	13
COc1cc(OC)c(NC(=O)c2sc3nc4n(c(=O)c3c2C)CCCC4)cc1Cl	-16%	8
CCOC(=O)c1c(-c2ccccc2)oc2ccc(N(C(C)=O)S(=O)(=O)c3cc(C)ccc3C)cc12	-31%[inhibitor]	3
Cc1cc(=O)c2cc(C(=O)Nc3cccc(C)c3C)ccc2[nH]1	i	3
Cc1ccc(N2C(=O)CSC23C(=O)N(CC(=O)Nc2ccccc2F)c2ccccc23)cc1C (stereo unspecified)	-53%	0
CC(C)Cc1ccc(S(=O)(=O)NCc2nc3cccnc3n2Cc2ccccc2)cc1	-67%[inhibitor]	-7
COc1ccccc1NC(=O)c1c(C)cc(C)nc1SCC(=O)Nc1ccc(C)c(C)c1	-30%[inhibitor]	-4
NC1=NC(c2cc(F)cc(F)c2)n2c(nc3ccccc32)N1 (stereo unspecified)	-44%[inhibitor]	1
CC(NC(=O)CCc1cn(Cc2ccccc2Cl)c2ccccc12)c1ccccc1 (stereo unspecified)	-21%	-20
O=C1CC(c2nnc(Cc3ccc(Cl)cc3)o2)CN1c1ccccc1 (stereo unspecified)	i	11
COc1cc2cc(CNc3ccccc3)c(=O)n(CC(=O)Nc3ccc(C)c(Cl)c3)c2cc1OC	-22%	-7
Oc1ccccc1-c1nc2cnccn2c1Nc1ccc(Cl)cc1	-4%	7

Part of the list above, with values under each structure.
The line under a structure holds: PTHR1 agonist, D3 ag
> Cc1cccc(C)c1OCC(=O)N1CCC(c2nc3ccccc3o2)CC1
→ -4%, 13
> COc1cc(OC)c(NC(=O)c2sc3nc4n(c(=O)c3c2C)CCCC4)cc1Cl
→ -16%, 8
> CCOC(=O)c1c(-c2ccccc2)oc2ccc(N(C(C)=O)S(=O)(=O)c3cc(C)ccc3C)cc12
→ -31%[inhibitor], 3
> Cc1cc(=O)c2cc(C(=O)Nc3cccc(C)c3C)ccc2[nH]1
→ i, 3
> Cc1ccc(N2C(=O)CSC23C(=O)N(CC(=O)Nc2ccccc2F)c2ccccc23)cc1C (stereo unspecified)
→ -53%, 0
> CC(C)Cc1ccc(S(=O)(=O)NCc2nc3cccnc3n2Cc2ccccc2)cc1
→ -67%[inhibitor], -7
> COc1ccccc1NC(=O)c1c(C)cc(C)nc1SCC(=O)Nc1ccc(C)c(C)c1
→ -30%[inhibitor], -4
> NC1=NC(c2cc(F)cc(F)c2)n2c(nc3ccccc32)N1 (stereo unspecified)
→ -44%[inhibitor], 1
> CC(NC(=O)CCc1cn(Cc2ccccc2Cl)c2ccccc12)c1ccccc1 (stereo unspecified)
→ -21%, -20
> O=C1CC(c2nnc(Cc3ccc(Cl)cc3)o2)CN1c1ccccc1 (stereo unspecified)
→ i, 11
> COc1cc2cc(CNc3ccccc3)c(=O)n(CC(=O)Nc3ccc(C)c(Cl)c3)c2cc1OC
→ -22%, -7
> Oc1ccccc1-c1nc2cnccn2c1Nc1ccc(Cl)cc1
→ -4%, 7

(more compounds)
SMILES	PTHR1 agonist	D3 ag
Cc1cc2c(cc3c(SCc4nc(-c5ccccc5)oc4C)nnc(C)n32)o1	-10%	-6
Cc1nc2nc(NCc3cccc(Br)c3)[nH]n2c(=O)c1Cc1ccccc1	-14%	-11
O=C(Cc1ccccc1F)N1CCC(c2nc3c(nnn3Cc3cccc(Cl)c3)c(=O)[nH]2)CC1	-31%[inhibitor]	-8
COc1ccc(-c2cc(C(=O)Oc3cccc(C)c3)c3ccccc3n2)cc1	i	4
Cc1ccc(C)c(N2CCN(C(=O)c3cn(CC(C)C)c(=O)c4c3c3ccccc3n4C)CC2)c1	-44%[inhibitor]	4
CCOC(=O)c1ccc(NC(=O)CN2C(=O)CC(c3ccc(C)c(C)c3)=Nc3ccccc32)cc1	-17%	-9
CCOC(=O)c1ccc(CN(Cc2ccc(Br)cc2)S(=O)(=O)c2cccc(C(F)(F)F)c2)cc1	i	-12
Cc1noc(Cn2c(=O)c3cc4c(cc3n(CC(=O)Nc3ccc(C(C)C)cc3)c2=O)OCO4)n1	-8%	-11
CCOc1ccccc1NC(=O)C1CCCN1S(=O)(=O)c1ccc2nc(-c3ccccc3)[nH]c2c1 (stereo unspecified)	-25%	8
COc1ccc(C2c3c(oc4ccc(F)cc4c3=O)C(=O)N2Cc2ccc3c(c2)OCO3)cc1 (stereo unspecified)	?	-1
Cc1ccc(-n2ncc(C(=O)NCCN3CCc4ccccc4C3)c2C2CCN(C(=O)OC(C)(C)C)CC2)cc1C	i	-28
Cc1ccc(C(=O)NCCSc2c[nH]c3ccccc23)cc1C	i	-7
CC1=C(c2ccc(C(C)C)cc2)S(=O)(=O)N=C1N1CCC(C(=O)NCc2ccco2)CC1	-11%	8
CCOC(=O)N1CCN(C(=O)c2ccc3c(c2)N(Cc2ccccc2F)C(=O)c2ccccc2S3=O)CC1 (stereo unspecified)	i	4
CCCCNC(=O)c1c(C)oc2ncn(CC(C)C)c(=O)c12	28%	1
CC(=O)c1ccc(N2C(=O)N(Cc3ccc(F)cc3)c3ccccc3S2(=O)=O)cc1	-9%	50*
O=C(CSc1nc(=O)[nH]c2c1CCC2)NCc1ccc(F)cc1	i	3
CCC(=O)Nc1sc2c(c1C(=O)Nc1ccc(OC)cc1)CCC(C(C)(C)C)C2 (stereo unspecified)	-20%	4
Cc1ccc(NC(=O)Cn2cc(S(=O)(=O)Cc3ccc(F)cc3)c3ccccc32)cc1Cl	-21%	-3
CSc1cccc(NC(=O)Nc2ccccc2OCc2cc(=O)n3cc(C)ccc3n2)c1	i	2
O=C(Cc1csc2ccccc12)NCc1ccc(F)cc1	-43%[inhibitor]	-2
CCC1=C(c2ccc(C)cc2)S(=O)(=O)N=C1N1CCC(C(=O)NCc2ccccc2Cl)CC1	-19%	-9
COc1ccc(CNC(=O)c2cc3cccc4c3n2CC(C)S4)cc1OC (stereo unspecified)	i	5

Not all compounds are listed; count on the stated rates, not on these rows.
